# pPAFAH FP inh – pPAFAH (human) enzyme inhibition; Q13093; recombinant pPAFAH, FP-rhodamine probe fluorescence polarization; inhibition, % at 3.39 µM; 330,000 tested, 1.5% active;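 active = inhibition above the mean inhibition across the screen plus 3 SD, cut at about 25% in these data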;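 note: inhibitors block binding of the rhodamine activity-based probe so polarization drops; 0% = enzyme with DMSO and 100% = wells lacking pPAFAH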
# PME-1 inh – PME-1 (human) inhibition; Q9Y570; recombinant PME-1, FP-Rh probe fluorescence polarization; inhibition, % at 5.9 µM; 320,000 tested, 0.53% active; AID 2130;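 active = inhibition above the campaign mean of all compounds plus 3 SD, cut at about 26% in these data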;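 note: competitive labeling of PME-1 active site by serine hydrolase directed probe; 0% = PME-1 with DMSO and 100% = wells lacking PME-1 enzyme; inhibitors block probe labeling so polarization falls and inhibition rises; many of its hits are not listed in these tables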
# AHR activator – activators of human aryl hydrocarbon receptor; P35869; AHR-responsive luciferase reporter cells, luminescence; activation, % at 5 µM; 320,000 tested, 2.5% active; in the data active = activation above about 47%;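 note: 0% = vehicle wells and 100% = reference agonist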
# Fam108B inh – counter-screen for RBBP9 inhibitors: inhibitors of mouse Fam108B; recombinant Fam108B, FP-Rh probe fluorescence polarization; inhibition, % at 9.51 µM; 300,000 tested, 0.33% active; AID 1947;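 active = inhibition above the screen mean inhibition plus 3 SD, computed separately per campaign, cut at about 18% in these data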;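 note: inhibitors lower polarization as less probe binds the enzyme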
# MEX-5 binding – C. elegans MEX-5 TCR-2 RNA binding activity; Q9XUB2; MEX-5/FITC-TCR2 RNA binding, fluorescence polarization; active compounds read low; activity score (negative = inhibition of binding), % at 10 µM; 300,000 tested, 0.38% active; AID 1832;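 active = inhibition past about -25% in most replicates, and total fluorescence under double the plate's negative control median, limit read from the data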;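 note: 0% = DMSO and -100% = 5 µM competing unlabeled TCR2 RNA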
# Bcl-xL primary – Bcl-xL (human) inhibition; Q07817; GST-Bcl-xL / FITC-Bim BH3 peptide fluorescence polarization; inhibition, % at 10.9 µM; 320,000 tested, 0.7% active;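 active = inhibition above the mean of all tested compounds plus 3 SD, cutoff set per campaign, cut at about 30% in these data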;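 note: 0% = DMSO wells and 100% = unlabeled Bim-BH3 peptide competitor; inhibitors lower millipolarization by displacing the labeled peptide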
# Target sequence (Q07817 whole entry, looked up): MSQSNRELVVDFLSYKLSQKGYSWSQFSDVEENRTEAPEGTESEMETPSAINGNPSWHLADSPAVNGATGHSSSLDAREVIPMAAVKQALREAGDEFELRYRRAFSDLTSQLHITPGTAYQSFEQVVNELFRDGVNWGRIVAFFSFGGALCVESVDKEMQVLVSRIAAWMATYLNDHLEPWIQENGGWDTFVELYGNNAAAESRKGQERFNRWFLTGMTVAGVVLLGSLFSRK
# PAFAH1B2 inh – PAFAH1B2 (human) inhibition; P68402; recombinant PAFAH1B2, FP-rhodamine activity probe, fluorescence polarization; inhibition, % at 3.39 µM; 340,000 tested, 1.2% active; AID 492953;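 active = inhibition above the mean of all tested compounds plus 3 SD, cut at about 24% in these data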;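 note: 0% = enzyme with DMSO and 100% = wells lacking PAFAH1B2; many of its hits are not listed in these tables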
# Target sequence (P68402 whole entry, looked up): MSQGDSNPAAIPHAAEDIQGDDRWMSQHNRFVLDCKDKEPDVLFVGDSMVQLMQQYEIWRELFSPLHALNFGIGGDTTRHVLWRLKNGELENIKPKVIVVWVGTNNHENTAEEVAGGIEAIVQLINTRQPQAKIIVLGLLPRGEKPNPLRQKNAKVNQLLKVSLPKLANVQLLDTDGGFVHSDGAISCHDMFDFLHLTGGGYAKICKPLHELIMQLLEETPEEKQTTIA
# GLD-1 TGE inh – GLD-1-TGE RNA interaction inhibition (C. elegans); Q17339; inhibition, % at 5.96 µM; purified GLD-1 + fluorescein TGE RNA, fluorescence polarization; AID 2280; 320,000 tested, 0.44% active;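 active = percent inhibition above a per-plate cutoff, the plate mean of test compounds plus 3 SD, cut at about 30% in these data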;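 note: 0% = DMSO wells with GLD-1 and probe and 100% = wells lacking GLD-1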
# Target sequence (Q17339 whole entry, looked up): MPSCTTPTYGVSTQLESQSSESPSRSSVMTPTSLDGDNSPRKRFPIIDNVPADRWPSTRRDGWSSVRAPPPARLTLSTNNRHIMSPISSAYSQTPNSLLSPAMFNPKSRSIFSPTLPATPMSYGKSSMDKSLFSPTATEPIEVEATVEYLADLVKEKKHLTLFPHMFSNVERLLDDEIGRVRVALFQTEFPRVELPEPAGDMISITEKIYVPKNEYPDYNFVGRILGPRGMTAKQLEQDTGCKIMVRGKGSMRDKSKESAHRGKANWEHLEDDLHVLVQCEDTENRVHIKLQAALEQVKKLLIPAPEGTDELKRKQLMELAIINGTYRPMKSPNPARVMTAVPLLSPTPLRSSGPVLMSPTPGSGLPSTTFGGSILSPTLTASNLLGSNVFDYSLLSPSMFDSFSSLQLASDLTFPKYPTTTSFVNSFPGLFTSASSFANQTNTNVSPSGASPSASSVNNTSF
# MCL1 BIM primary – MCL1-BIM-BH3 interaction inhibition (human); Q07820; GST-MCL1 / FITC-Bim-BH3 fluorescence polarization; inhibition, % at 10.9 µM; 320,000 tested, 0.68% active;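 active = inhibition above the mean inhibition of all tested compounds plus 3 SD, set per campaign, cut at about 40% in these data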;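 note: 0% = DMSO wells and 100% = unlabeled Bim-BH3 peptide control; higher means more loss of mP so more displacement of Bim peptide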
# * marks the source's active call; other numbers are inactive results; . = not tested or not shown.
SMILES,pPAFAH FP inh,PME-1 inh,AHR activator,Fam108B inh,MEX-5 binding,Bcl-xL primary,PAFAH1B2 inh,GLD-1 TGE inh,MCL1 BIM primary
O=C(O)/C(=C\c1cccc(O)c1)c1ccc(S(=O)(=O)N2CCCC2)s1,17.4,0.1,0.9,.,.,0.9,6.2,21.4,10.7
O=C(NCc1ccco1)c1ccc2c(c1)N(Cc1ccccc1)C(=O)CS2,5.0,11.4,0.2,-1.6,2.1,1.1,5.3,3.5,2.9
CC(C)(C)n1nnnc1C(c1cccc(C#N)c1)N1CCC(Cc2ccccc2)CC1 (stereo unspecified),5.7,1.4,0.0,-1.7,5.2,3.3,-1.7,4.3,-1.4
Cc1ccc(N2CC(C(=O)Nc3nnc(SCC(=O)Nc4nc(C)cs4)s3)CC2=O)cc1 (stereo unspecified),-2.5,-6.7,7.3,0.0,-0.9,5.0,0.4,-3.1,4.7
COc1ccc(CSc2ncnc3sccc23)cc1F,5.5,-3.0,-3.4,-4.6,-2.4,-0.9,-0.3,2.5,-0.6
Cc1nc(-c2ccccn2)nc(SCC(=O)c2ccc(F)cc2)c1Cl,-5.5,1.7,1.1,1.4,-0.6,3.1,0.0,3.5,1.9
CCN(CC)CCCNC(=S)N(CCO)Cc1cc2cc3c(cc2[nH]c1=O)OCO3,1.2,-2.3,3.1,2.8,0.0,-4.1,-4.1,-0.3,-4.3
O=C1C(C=NCCCN2CCCC2=O)=C(O)c2ccccc21,-0.2,-3.4,11.5,-1.4,-1.4,6.4,0.6,6.6,-2.6
CN(CC(=O)NCc1cccnc1)S(=O)(=O)c1cc(Cl)ccc1Cl,2.4,-0.5,1.9,0.1,-0.2,-1.4,4.5,-2.2,-3.3
c1ccc(Nc2nc(-c3ccncc3)cs2)nc1,3.7,3.8,79.0*,-2.6,1.7,5.9,0.7,1.0,2.3
COc1ccc(OC)c(NC(=O)c2nc(-c3ccccc3)oc2C)c1,5.3,5.5,31.4,1.5,2.6,-4.0,14.2,-0.9,-2.1
CS(=O)(=O)N(CC(=O)Nc1ccccc1C(=O)N1CCCC1)c1ccc2c(c1)OCO2,0.9,0.8,0.0,1.0,0.1,-3.7,0.6,-8.4,-1.8
CCOC(=O)N1CCN(C(=O)c2cc3c(s2)-c2ccccc2OC3)CC1,4.7,2.4,3.3,-1.0,0.1,1.0,11.7,-3.2,-3.3
COc1cc(OC)cc(C(=O)Nc2cccc(NC(C)=O)c2)c1,0.5,3.1,0.0,4.1,-1.8,6.4,0.8,0.4,9.8
CCOc1ccc(CC(=O)C2C(=O)CC(C)(C)CC2=O)cc1OCC,-0.1,0.6,-0.4,-1.4,-1.8,7.6,-8.9,-2.5,2.9
COC(=O)CCC(=O)N1CCc2cc(S(=O)(=O)N3CCc4ccccc43)ccc21,1.1,12.4,8.8,1.6,1.3,0.5,6.7,-4.3,6.5
CCn1cc(C(=O)N(C)c2cc(C)ccc2OC)c2cc(OC)c(OC)cc2c1=O,-6.3,-9.9,8.9,-9.4,2.4,3.7,-1.7,-6.5,4.1
O=C(NCC(=O)N1CCN(S(=O)(=O)c2cccc(F)c2)CC1)c1ccc(Br)o1,2.5,1.6,0.3,-2.4,3.2,1.1,5.8,-6.1,-3.1
Nc1nc(NCc2ccccc2Cl)n(-c2ccccc2)n1,-0.9,-4.8,7.7,4.8,-2.2,4.1,-3.4,11.0,17.3
CCOC(=O)N/N=C/c1ccc(C)o1,2.0,2.7,5.4,-6.4,-0.5,4.1,3.7,1.9,-0.8
c1ccc(-c2cnc(-c3ccccc3)nn2)cc1,7.2,2.5,26.2,-0.5,-3.3,0.0,8.1,11.1,-0.8
CC(O)c1c(-c2ccccc2)nn(C)c1Cl (stereo unspecified),-1.3,-4.0,1.1,-1.4,1.0,4.2,0.3,-1.5,5.7
Cc1ccc(S(=O)(=O)C2(C(=O)NCc3ccc4c(c3)OCO4)CC2)cc1,2.2,4.0,30.6,-0.5,-0.6,-1.8,5.3,0.1,-3.1
COc1cc(-c2c(C#N)c(N)nc3[nH]c(=S)[nH]c(=O)c23)ccc1O,2.0,2.5,-0.2,2.4,-4.9,5.3,6.2,-0.1,9.5
NC(=O)C1CCN(C(=O)Nc2ccccc2)CC1,-0.7,-3.6,2.6,-3.4,-2.5,-1.0,-0.4,-4.8,-2.6
O=C(NCCCNC(=O)c1cccnc1)c1ccc(Cl)cc1,-2.3,3.6,3.3,2.9,-1.5,2.0,1.6,0.8,3.5
CCCCn1c(N)c(N(CCC(C)C)C(=O)c2ccc3ccccc3c2)c(=O)[nH]c1=O,1.6,-6.6,-0.4,.,.,-10.1,2.8,4.6,-6.2
CCOc1cccc(CN2CCC(n3nccc3NC(=O)c3ccc4c(c3)OCO4)CC2)c1,-2.4,-2.0,-0.3,0.9,-1.2,3.8,-1.0,-0.7,-0.2
N=c1c2c(-c3ccccc3)c(-c3ccccc3)n(Cc3ccco3)c2ncn1CCCO,1.0,2.4,-1.1,3.8,2.0,0.9,.,3.7,2.2
O=C(NCC1CCCO1)C(c1ccc(N2CCOCC2)cc1)N(C(=O)Cn1nnc2ccccc21)c1ccccc1F (stereo unspecified),7.4,1.9,-4.3,-3.1,-0.7,1.2,0.7,8.7,2.6
COc1ccc(OC)c(C(=O)Cn2nnc(-c3ccc(N4CCOCC4)cc3)n2)c1,0.7,3.5,1.7,2.8,-3.7,1.1,2.6,-1.1,3.7
CCCC(=O)Nc1nnc(COC)s1,5.7,8.8,0.2,3.7,.,-3.9,-2.6,-2.0,-6.4
N#CC1(NC(=O)COC(=O)c2nc(Cl)ccc2Cl)CCCCC1,8.2,-0.5,1.7,2.1,1.6,1.1,11.2,-0.7,-4.3
CNC(=S)N(Cc1cccs1)Cc1cc2ccc(OC)cc2[nH]c1=O,5.6,0.3,-5.4,-2.8,-0.9,0.0,-4.3,0.1,3.8
CCN(CC)CCCn1c2c(c(SCC(=O)Nc3ccccc3Cl)nc1=O)CCC2,-0.8,-0.3,-1.0,-6.5,0.6,3.9,-0.3,0.6,2.1
CCCCOc1ccc(C(=O)NCCC(=O)NCCCC(=O)OCC)cc1,12.6,4.0,-0.7,2.6,-1.4,0.1,-5.2,0.1,0.8
CCNC(=S)NNC(=O)c1cc(CC(C)C)nc2ccccc12,-1.1,-0.1,0.1,1.5,-0.7,9.0,0.2,-4.7,9.0
Cc1cccc(NC(=O)C2CCN(S(=O)(=O)c3ccc4c(c3)NC(=O)CO4)CC2)c1,2.7,6.1,4.6,1.5,-3.3,2.2,3.9,-5.5,7.1
CN1CCN(CCN2CCn3c2nc2ccccc23)CC1,0.9,-2.7,1.9,11.3,-0.9,1.4,0.0,-0.3,0.2
O=C(Nc1cccc(-c2nnc(-c3ccccc3)o2)c1)C1CC1,-11.2,-9.3,-3.5,-7.1,-1.8,-10.9,-2.8,-10.2,-19.1
COc1cccc(CCNC(=O)C2CCCN(c3ncnc4c3nc3n4CCCCC3)C2)c1OC (stereo unspecified),7.2,2.1,0.6,-1.7,-1.0,0.0,-1.4,0.1,-0.6
CCc1ccccc1NC(=O)Nc1cnccn1,-3.2,15.8,15.6,2.4,0.5,2.2,-2.8,5.6,6.2
Cc1nnc(CN(C)Cc2cn[nH]c2-c2ccc(-c3ccccc3)cc2)o1,3.6,-1.8,17.1,6.4,-1.8,4.7,1.1,12.2,-1.4
CC1CCCC(NC(=O)CCNC(=O)c2ccc(Br)cc2)C1C (stereo unspecified),3.1,-2.7,2.0,2.2,-0.4,4.8,5.9,3.1,2.2
CC1CCc2c(sc3nn[nH]c(=O)c23)C1 (stereo unspecified),-1.6,3.7,0.3,1.5,2.4,7.0,-3.3,0.7,4.9
COC(=O)c1nc2n(n1)C(c1cccc(Cl)c1)C1=C(CC(C)(C)CC1=O)N2 (stereo unspecified),-6.1,-2.6,-3.1,-1.4,-1.2,1.3,-0.9,1.8,-3.4
Cc1c(OCC(=O)NC2CCN(Cc3ccccc3)CC2)ccc2c3c(c(=O)oc12)CCC3,5.5,0.7,-2.2,1.2,-1.6,8.0,-0.7,5.2,9.6
COc1ccc2cc(C3CC(c4cccs4)=NN3S(C)(=O)=O)c(Cl)nc2c1 (stereo unspecified),2.0,4.5,0.0,-2.4,4.0,-0.8,-2.4,-3.9,-6.5
COc1ccccc1-c1cc(C2CC2)nc(N)c1C#N,11.7,8.0,29.3,0.2,0.3,-0.1,3.6,4.4,5.8
CN(CCc1ccccn1)S(=O)(=O)c1ccccc1F,5.8,2.7,-2.9,5.1,-0.5,9.9,6.9,17.5,8.5
C=CCOc1c(Br)cc(/C=N/O)cc1OCC,7.1,1.2,27.3,1.6,2.7,6.2,0.8,5.3,6.3
CCc1nnc(NC(=O)c2cc(-c3cccnc3)nc3ccccc23)s1,9.2,-3.6,25.2,0.2,0.1,5.2,5.4,1.4,-1.4
Cc1ccc([N+](=O)[O-])c(OCCN2CCc3ccccc3C2)c1,1.9,3.9,3.1,2.0,0.4,1.1,5.4,4.6,3.7

# In the list so far, nine have a Cl atom:
SMILES,pPAFAH FP inh,PME-1 inh,AHR activator,Fam108B inh,MEX-5 binding,Bcl-xL primary,PAFAH1B2 inh,GLD-1 TGE inh,MCL1 BIM primary
Cc1nc(-c2ccccn2)nc(SCC(=O)c2ccc(F)cc2)c1Cl,-5.5,1.7,1.1,1.4,-0.6,3.1,0.0,3.5,1.9
CN(CC(=O)NCc1cccnc1)S(=O)(=O)c1cc(Cl)ccc1Cl,2.4,-0.5,1.9,0.1,-0.2,-1.4,4.5,-2.2,-3.3
Nc1nc(NCc2ccccc2Cl)n(-c2ccccc2)n1,-0.9,-4.8,7.7,4.8,-2.2,4.1,-3.4,11.0,17.3
CC(O)c1c(-c2ccccc2)nn(C)c1Cl (stereo unspecified),-1.3,-4.0,1.1,-1.4,1.0,4.2,0.3,-1.5,5.7
O=C(NCCCNC(=O)c1cccnc1)c1ccc(Cl)cc1,-2.3,3.6,3.3,2.9,-1.5,2.0,1.6,0.8,3.5
N#CC1(NC(=O)COC(=O)c2nc(Cl)ccc2Cl)CCCCC1,8.2,-0.5,1.7,2.1,1.6,1.1,11.2,-0.7,-4.3
CCN(CC)CCCn1c2c(c(SCC(=O)Nc3ccccc3Cl)nc1=O)CCC2,-0.8,-0.3,-1.0,-6.5,0.6,3.9,-0.3,0.6,2.1
COC(=O)c1nc2n(n1)C(c1cccc(Cl)c1)C1=C(CC(C)(C)CC1=O)N2 (stereo unspecified),-6.1,-2.6,-3.1,-1.4,-1.2,1.3,-0.9,1.8,-3.4
COc1ccc2cc(C3CC(c4cccs4)=NN3S(C)(=O)=O)c(Cl)nc2c1 (stereo unspecified),2.0,4.5,0.0,-2.4,4.0,-0.8,-2.4,-3.9,-6.5

# Not all compounds are listed; the hit share may differ from the screen's.
